# Assay outcomes (PubChem)
# SKKanGAS inh – inhibitors of SKKanGAS S. pyogenes growth in kanamycin (SK-promoter or general growth effect) | BacTiter-Glo, 6 h | inhibition, % at 7.5 µM | 300,000 compounds, 1.3% hits;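 active = mean replicate score, as percent of positive control median, at least 50; inconclusive = mean below 50 but one replicate at or above 50; inactive = mean and every replicate below 50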;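 note: strain carries kanamycin resistance gene driven by streptokinase promoter and grows in 40 µg/ml kanamycin; loss of luminescence reflects streptokinase promoter inhibition or plain growth inhibition; 0% = median of DMSO wells and 100% = positive control at its reference dose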
# ANO1 block – blocks the mouse calcium-activated chloride channel TMEM16A | Q8BHY3 | HEK293 TMEM16A/YFP iodide influx fluorescence, ionomycin | normalized B-score (activity score, 25-100; higher = stronger inhibition) at 10 µM | 310,000 compounds, 1.2% hits | AID 588511;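 active = ratio plate-corrected score three or more library SD toward inhibition, starting fluorescence score within five deviations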;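 note: score derived from kinetic fluorescence span divided by baseline fluorescence per well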
# RGS4 inh – inhibitors of human RGS4; P49798; B-score at 10 µM; 310,000 compounds, 0.45% hits; HEK293 M3R/RGS4 inducible, Fluo-4 calcium flux; hits give high values; triggered by carbachol at its EC20;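 active = B-score, a plate-corrected calcium signal, over three deviations above library mean, with baseline fluorescence within five deviations of library mean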;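 note: RGS4 expression induced by doxycycline in cells with stable M3 receptor; B-score is computed from the integrated fluorescence ratio over baseline after carbachol; higher B-score means a larger calcium signal and so more RGS4 inhibition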
# Target sequence (P49798 whole entry, looked up): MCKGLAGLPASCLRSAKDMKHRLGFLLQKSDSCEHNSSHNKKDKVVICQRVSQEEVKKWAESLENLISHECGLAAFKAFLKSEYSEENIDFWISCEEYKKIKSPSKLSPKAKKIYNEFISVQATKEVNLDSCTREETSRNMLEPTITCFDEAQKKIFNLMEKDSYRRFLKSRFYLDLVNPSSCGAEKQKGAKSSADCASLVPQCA
# HDAC3 inh – human HDAC3 inhibition; O15379; 320,000 compounds, 0.15% hits; recombinant HDAC3, fluorogenic peptide/trypsin coupled, fluorescence; inhibition, % at 8.3 µM; in the data active = inhibition above about 26%, passing the limit was not always enough; inconclusive = no clear call, values can overlap the other calls
# TRPC6 inh – inhibitors of mouse TRPC6 channel; HEK293-TRPC6, membrane potential dye, ACh-evoked depolarization; hits give low values; B-score at 10 µM; 310,000 compounds, 1.1% hits;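 active = B-score under library mean minus 3 SD, initial fluorescence not abnormally high, positive integrated signal ratio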;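 note: B-score derived from integrated fluorescence ratio over the kinetic read; more negative B-score means stronger inhibition of depolarization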
# Target sequence (Q61143 whole entry, looked up): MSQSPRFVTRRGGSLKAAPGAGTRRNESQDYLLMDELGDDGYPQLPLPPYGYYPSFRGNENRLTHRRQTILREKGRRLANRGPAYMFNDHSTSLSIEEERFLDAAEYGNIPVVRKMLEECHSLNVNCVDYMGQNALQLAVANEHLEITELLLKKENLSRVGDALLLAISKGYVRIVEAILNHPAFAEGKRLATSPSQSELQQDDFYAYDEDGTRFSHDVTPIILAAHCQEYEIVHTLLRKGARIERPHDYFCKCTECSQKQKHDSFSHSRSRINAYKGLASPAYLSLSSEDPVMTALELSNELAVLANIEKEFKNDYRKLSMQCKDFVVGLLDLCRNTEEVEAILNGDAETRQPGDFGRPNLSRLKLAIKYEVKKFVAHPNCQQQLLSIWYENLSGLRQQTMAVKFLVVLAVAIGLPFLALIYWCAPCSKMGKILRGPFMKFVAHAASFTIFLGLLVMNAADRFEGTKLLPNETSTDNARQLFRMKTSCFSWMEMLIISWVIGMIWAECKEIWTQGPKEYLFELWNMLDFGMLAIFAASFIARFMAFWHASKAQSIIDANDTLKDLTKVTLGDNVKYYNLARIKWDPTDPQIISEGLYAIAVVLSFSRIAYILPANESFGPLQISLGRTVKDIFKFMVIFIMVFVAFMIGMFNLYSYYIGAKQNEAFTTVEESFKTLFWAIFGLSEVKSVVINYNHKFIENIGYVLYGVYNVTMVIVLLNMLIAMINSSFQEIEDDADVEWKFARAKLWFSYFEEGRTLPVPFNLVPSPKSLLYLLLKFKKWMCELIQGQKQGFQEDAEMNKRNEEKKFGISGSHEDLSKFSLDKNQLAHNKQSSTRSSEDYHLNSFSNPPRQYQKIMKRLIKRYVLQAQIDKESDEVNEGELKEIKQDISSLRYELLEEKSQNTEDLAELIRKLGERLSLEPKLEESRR
# TRPC6 act – activates the mouse TRPC6 cation channel | Q61143 | HEK293-TRPC6 membrane potential dye fluorescence; hits give high values | B-score at 10 µM | 310,000 compounds, 0.13% hits | AID 2550;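 active = B-score of the integrated fluorescence ratio above library mean plus 3 SD, and starting fluorescence ratio within library mean plus 5 SD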;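 note: higher score means more depolarization so channel activation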
# MrgX1 antag – antagonists of human MrgX1 receptor; MRGX1-HEK293 calcium flux, Fluo-4, BAM8-22 antagonism; hits give low values; B-score at 10 µM; 310,000 compounds, 1.3% hits; AID 588676;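 active = calcium-response B-score plate-corrected more than 3 library SD below zero, starting fluorescence within 5 deviations, no agonist response on first addition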;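 note: peak minus trough fluorescence over baseline after final BAM8-22 challenge near maximal dose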
# MrgX1 agonist – agonists of human MrgX1 receptor; MrgX1-HEK293 cells, Fluo-4 calcium fluorescence, agonist mode; hits give high values; B-score at 10 µM; 310,000 compounds, 0.44% hits; AID 588627;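 active = calcium response B-score plate-corrected fluorescence ratio at least 3 library SD, with starting fluorescence B-score inside 5 SD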
#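 Material – MrgX1-expressing HEK293 cells · Input – 15,000 cells seeded per well · Dosing – compound as first of three additions · Times – overnight seeding, then 1 h dark dye loading · Measured by – kinetic Fluo-4 NW fluorescence of intracellular calcium · Read-out – B-scored fluorescence response ratio · Benchmarks – positive and negative control wells on each plate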
# ANO1 activ – activators or potentiators of mouse TMEM16A chloride channel; HEK293 TMEM16A/YFP-H148Q/I152L, iodide quench fluorescence; hits give low values; B-score at 10 µM; 340,000 compounds, 0.3% hits; AID 623877;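 active = fluorescence-ratio B-score plate-corrected deviation score at least 3 library SD below zero, with starting fluorescence score within 5 deviations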;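 note: channel opened by trigger with iodide after compound preincubation; score built on the fluorescence ratio of max minus min over baseline; more negative score means more quench and so TMEM16A activation or potentiation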
# MrgX1 PAM – human MrgX1 positive allosteric modulation, primary screen; Q96LB2; MrgX1-HEK293, Fluo-4 calcium flux, FDSS; hits give high values; B-score at 10 µM; 310,000 compounds, 0.63% hits;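 active = plate-corrected calcium response at least 3 library SD above typical, normal starting fluorescence, not activating the receptor alone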;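 note: compound read alongside a low EC10 to EC30 dose of BAM8-22 agonist; peak minus trough fluorescence over baseline measured at the second addition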
# RGS4 pot – RGS4 potentiation or activation; 310,000 compounds, 0.92% hits; B-score at 10 µM; HEK293 M3R/inducible RGS4, carbachol calcium flux Fluo4; hits give low values;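 active = B-score of the integrated calcium signal more than 4 SD below the library mean, with starting fluorescence not abnormally high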;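 note: negative B-score means reduced calcium response which marks RGS4 activation or potentiation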
#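 Assay system: Inducible-RGS4 HEK293 cells carrying M3 receptor | Schedule: Compound preincubation 20 min at room temperature before agonist | Signal: Kinetic calcium fluorescence imaging with Fluo4-AM dye, 2 µM | Read-out basis: B score from integrated fluorescence ratio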
# Numbers without * were called inactive; i = inactive; ? = inconclusive; . = no result given.
SMILES,SKKanGAS inh,ANO1 block,RGS4 inh,HDAC3 inh,TRPC6 inh,TRPC6 act,MrgX1 antag,MrgX1 agonist,ANO1 activ,MrgX1 PAM,RGS4 pot
Cn1c(SCc2cccnc2)nc2c(c1=O)SCC2,2.5,i,i,2.3,i,i,i,i,i,i,i
CCOC(=O)c1c[nH]c2nc(C)ccc2c1=O,-16.0,i,i,-1.2,i,i,i,i,i,i,i
COc1ccc(NC(=O)CN(C)S(=O)(=O)c2ccc3c(c2)c(=O)n(C)c(=O)n3C)cc1,0.9,i,i,-0.1,i,i,i,i,i,i,i
CC1=C(C(=O)OCC2CCCO2)C(c2ccc(Cl)cc2)NC(=O)N1 (stereo not drawn),18.4,i,i,-2.7,i,i,i,i,i,i,i
Cc1cccc(OCc2nnc(SCCC(=O)O)n2-c2ccccc2)c1,-5.1,i,i,0.0,i,i,i,i,i,i,i
O=C(CSc1ccccc1)N1CCN(S(=O)(=O)c2ccccc2)CC1,0.0,i,i,-2.9,i,i,i,i,i,i,i
CC(=O)Oc1ccc(OC(C)=O)c(SCCCCCN2CCOCC2)c1,-3.8,i,i,-2.1,i,i,i,i,i,i,i
N#CCCn1cc(C(=O)Nc2ccccc2Br)c(-c2cc3ccccc3o2)n1,-6.4,i,i,.,i,i,i,i,i,i,i
CCN(CC)CCn1c(C)nc2c(sc3nc4c(cc32)COC(C)(C)C4)c1=O,1.8,i,i,1.3,i,i,i,i,.,i,i
CCCCOc1cccc(C2(C(=O)O)CCCC2)c1,.,i,.,6.4,.,.,i,i,i,i,.
COc1ccc(S(=O)(=O)Cc2ccc(C(=O)NCC(OC)OC)o2)cc1,-2.5,i,i,-2.1,i,i,i,i,i,i,i
CC(=O)Nc1cccc(C(=O)OC(C(=O)c2ccc(C)c(C)c2)c2ccccc2)c1 (stereo not drawn),31.8,i,i,16.7,i,i,i,i,i,i,i
N#CCC(=O)Nc1ccc(C(=O)OCC(=O)N(Cc2ccccc2)C2CCS(=O)(=O)C2)cc1 (stereo not drawn),1.7,i,i,-1.3,i,i,i,i,i,i,i
CC(Oc1cc2oc(=O)c3c(c2cc1Cl)CCC3)C(=O)NCCN1CCOCC1 (stereo not drawn),-2.0,i,i,-0.1,i,i,i,i,i,i,i
COC(=O)c1ccc(NC(=O)CSc2nnc(C)n2-c2ccccc2)cc1,-3.2,i,i,-0.8,i,i,i,i,i,i,i
Cc1ccc(C)c(N2N=C(C(=O)O)CCC2=O)c1,-9.3,i,i,-3.7,i,i,i,i,i,i,i
COc1ccccc1CCNC(=O)Cc1cccs1,-8.2,i,i,0.3,i,i,i,i,i,i,i
Cc1cccc(N2C(=O)C3CC3C2=O)c1 (stereo not drawn),3.9,i,i,3.5,i,i,i,i,i,i,i
Cc1ccc(C)c(NC(=O)C(C)N2C(=O)c3ccccc3C2=O)c1 (stereo not drawn),8.9,i,i,-3.4,i,i,i,i,i,i,i
COc1ccc(C2C(C(=O)Nc3cc(OC)c(OC)c(OC)c3)c3ccccc3C(=O)N2C)cc1OC (stereo not drawn),3.8,i,i,0.4,i,i,i,i,i,i,i
CN(N)c1nc(-c2ccccc2)nnc1C(F)(F)F,-4.5,i,.,-3.9,.,.,i,i,i,i,.
COc1ccc(C(C)=O)cc1CN1C(=O)NC2(CCCCCC2)C1=O,-5.9,i,i,1.9,i,i,i,i,i,i,i
Cc1ccc(-c2nn(Cc3ccccc3)cc2/C=C/C(=O)O)cc1C,11.1,i,i,1.8,i,i,i,i,i,i,i
O=C(c1ccco1)N1CCN(C(=O)c2cc(-c3ccc(F)cc3)no2)CC1,32.9,i,i,6.1,i,i,i,i,i,i,i
S=C1NC(c2ccccc2)=CC(c2ccccc2)N1 (stereo not drawn),-2.1,i,i,2.3,i,i,i,i,i,i,i
# (next part)
SMILES,SKKanGAS inh,ANO1 block,RGS4 inh,HDAC3 inh,TRPC6 inh,TRPC6 act,MrgX1 antag,MrgX1 agonist,ANO1 activ,MrgX1 PAM,RGS4 pot
Cc1c(C(=O)C(=O)N2c3ccccc3CC2C)c2ccccc2n1C (stereo not drawn),-0.8,i,i,6.6,i,i,i,i,i,i,i
CN(c1cccc(NC(=O)c2ccc(CN3CCc4ccccc4C3)cc2)c1)S(C)(=O)=O,6.5,25*,i,8.2,i,i,i,i,i,i,i
Cc1c(C(=O)O)sc2nc3n(c(=O)c12)CCC(C)CC3 (stereo not drawn),3.6,i,i,-5.9,i,i,i,i,i,i,i
COC(=O)c1sc2cc([N+](=O)[O-])cc(SCC(C)C)c2c1N,3.4,i,i,-1.2,i,i,-9.24*,i,i,i,i
CCCN1CCN(CCCNC(=O)c2ccc3nc(N4CCC(C)CC4)sc3c2)CC1,0.4,i,i,-6.5,i,i,i,i,i,i,i
CCOC(=O)C1CCCN(C(=O)c2ccc3nc(-c4cccc(OC)c4)oc3c2)C1 (stereo not drawn),0.8,i,i,4.1,i,i,i,i,i,i,-8.65*
COc1ccc(-c2noc(CCC(=O)NCc3cccnc3)n2)cc1OC,-1.1,i,i,1.1,i,i,i,i,i,i,i
COc1ccccc1C(c1nnnn1Cc1ccccc1)N1CCN(C2CCCC2)CC1 (stereo not drawn),-1.2,i,i,-3.2,i,i,i,i,i,i,i
Cc1ccc(NC(=O)c2cc3ccccc3o2)nc1,-5.2,i,i,1.3,i,i,i,i,i,i,i
CCOC(=O)N1CCN(C(=O)c2ccc(CS(=O)Cc3ccccc3Cl)o2)CC1 (stereo not drawn),3.1,i,i,4.8,i,i,i,i,i,i,i
CCOC(=O)c1cc(-c2ccc3c(c2)OCCO3)n[nH]1,11.5,i,i,-1.7,i,i,i,i,i,i,i
COC(=O)/C(=C\c1cccnc1)NC(=O)c1ccc(OCc2ccccc2)cc1,-0.8,i,i,-0.6,i,i,i,i,i,i,i
c1ccc(CCc2nc(-c3ccccn3)no2)cc1,2.1,i,i,-0.1,i,i,i,i,i,i,i
O=C(Oc1cccc(C(=S)N2CCCCC2)c1)c1ccccc1,6.3,i,i,-0.3,i,i,i,i,i,i,i
Cc1nc2sc(C(c3cccc(F)c3)N3CCN(C(=O)c4ccco4)CC3)c(O)n2n1 (stereo not drawn),-3.2,i,i,-3.8,i,i,i,i,i,i,i
COCCNC(=O)Cc1cn(C)c2ccccc12,1.5,i,i,4.8,i,i,i,i,i,i,i
COc1ccc(NC(=S)N2CCC(c3nc4ccccc4o3)CC2)c(OC)c1,-3.1,i,i,0.8,i,i,i,i,i,i,i
COc1ccc([N+](=O)[O-])cc1NC(=O)Cc1ccc(C)cc1,0.5,i,i,-7.8,i,i,i,i,i,i,i
CCN1CCN(c2ccc(S(=O)(=O)N3CCCCC3)cc2NC(=O)CC(NC(C)=O)c2ccccc2)CC1 (stereo not drawn),-1.3,i,i,3.7,i,i,i,i,i,i,i
Cc1ccc(Cl)cc1N1CCN(S(=O)(=O)c2ccc3c(c2)NC(=O)C(C)C(=O)N3)CC1 (stereo not drawn),-0.1,i,i,1.2,i,i,i,i,i,i,i
CCN1C(=O)[C@H]2[C@@H](c3ccc(C)cc3)N3C(=O)N(c4ccc(C)cc4)C(=O)[C@@]3(CC)[C@H]2C1=O,-2.2,i,i,-11.0,i,i,i,i,i,i,i
COc1ccc(/C=N/Nc2cc(N3CCOCC3)nc(C)n2)c(OC)c1,14.3,i,i,-5.2,i,i,i,i,i,i,i
COc1ccc(C(=O)C[n+]2ccc(N)c(C)c2C)cc1,12.8,i,i,2.6,i,i,i,i,i,i,i
Cc1cc(N2CCN(C(=O)c3ccco3)CC2)n2nc(C)c(-c3ccccc3)c2n1,6.9,.,i,.,i,i,.,.,i,.,i
CN(C)S(=O)(=O)c1ccc(Nc2nc(C3CC3)nc3c2nnn3Cc2ccccc2Cl)cc1,22.5,i,i,-0.1,i,i,i,i,i,i,i
# Remaining list, next part
SMILES,SKKanGAS inh,ANO1 block,RGS4 inh,HDAC3 inh,TRPC6 inh,TRPC6 act,MrgX1 antag,MrgX1 agonist,ANO1 activ,MrgX1 PAM,RGS4 pot
CSc1ncc(Cl)c(C(=O)Nc2ccccc2Cl)n1,-8.3,i,i,.,i,i,i,i,i,i,i
COc1ccccc1C(=O)NC1CCSc2ccccc21 (stereo not drawn),0.2,i,i,-9.6,i,i,i,i,i,i,i
CN1CCN(c2ccc(C(CC(N)=O)NC(=O)Cc3ccc(Br)cc3)cc2[N+](=O)[O-])CC1 (stereo not drawn),-5.2,i,i,-4.6,i,i,i,i,i,i,i
Nn1c(SCC(=O)Nc2ccc(OC(F)F)cc2)nnc(Cc2ccccc2)c1=O,4.6,i,i,4.0,i,i,i,i,i,i,i
CC1=C(C(=O)OCc2ccc(C)cc2)C(c2ccc(O)c([N+](=O)[O-])c2)NC(=O)N1 (stereo not drawn),-13.3,i,i,8.2,i,i,i,i,i,i,i
CS(=O)(=O)N1CCN(C(=O)c2cc3ccccc3oc2=O)CC1,-3.2,i,i,-4.5,i,i,i,i,i,i,i
C/C=C(/C)C(=O)Nc1cccc(C2=NOC3(C2)C[C@H](C(N)=O)N(C(=O)Cc2ccc([N+](=O)[O-])cc2)C3)c1 (stereo partly drawn),0.0,i,i,?,i,i,i,i,i,i,i
CCCCCCSc1cccc(-c2nc3cc(C)ccn3c2NCc2ccccc2)c1,36.5,i,i,-0.8,i,i,i,i,i,i,i
Cc1cc(C)c(C)c(S(=O)(=O)N2CCN(C(=O)C3CSC4(C)CCC(=O)N34)CC2)c1C (stereo not drawn),0.1,i,i,-2.5,i,i,i,i,i,i,i
Cc1ccc(N(C)/N=C/c2ccc(Cl)cc2Cl)nn1,1.4,i,i,-2.9,i,i,i,i,.,i,i
CC(=O)Nc1cccc(-c2cn3ccc(C)cc3n2)c1,2.7,i,i,-38.8,i,i,i,i,i,i,i
NS(=O)(=O)c1ccc(NC(=O)CSc2nnc(-c3ccc(O)cc3)o2)cc1,16.6,i,i,-0.6,i,i,i,i,i,i,i
COCCCNC(=S)NNC(=O)c1ccc(C(C)(C)C)cc1,11.3,i,i,1.2,i,i,i,i,i,i,i

# Records listed so far printed as active in MrgX1 antag:
structure	RGS4 inh	HDAC3 inh	TRPC6 act	MrgX1 antag	ANO1 activ
COC(=O)c1sc2cc([N+](=O)[O-])cc(SCC(C)C)c2c1N	i	-1.2	i	-9.24*	i
